Mtb BioA inh: BioA (M. tuberculosis) enzyme inhibition | purified M. tuberculosis BioA enzyme, plate reader | inhibition, % at 9.99 µM | 0.096% of 360,000 active | AID 602481; in the data active = inhibition above about 40%
Active calls of the source: *.

SMILES	Mtb BioA inh
CO[C@H](CN(C)S(=O)(=O)c1ccc(Cl)cc1)[C@@H](C)CN(C(=O)Nc1ccccc1F)[C@@H](C)CO	-0.6
CCNC(=O)C[C@@H]1CC[C@@H]2[C@@H](COc3ccc(NC(=O)Nc4c(C)noc4C)cc3C(=O)N2C)O1	-1.3
CO[C@H]1CN(C)C(=O)c2cc(NS(=O)(=O)c3ccccc3C)ccc2OC[C@@H](C)NC[C@@H]1C	-15
C[C@@H]1CN([C@H](C)CO)C(=O)c2cccc(NC(=O)Nc3ccc4c(c3)OCO4)c2O[C@@H]1CN(C)Cc1ccc(-c2ccccc2)cc1	-0.4
CC(C)NC(=O)N(C)C[C@H]1OCCCC[C@@H](C)Oc2ccc(NC(=O)Nc3ccccc3)cc2C(=O)N([C@@H](C)CO)C[C@H]1C	2.0
C[C@@H]1CN([C@@H](C)CO)C(=O)c2cc(NC(=O)Nc3cccc4ccccc34)ccc2O[C@H]1CN(C)Cc1ccc(C(=O)Nc2ccccc2N)cc1	-0.4
COc1ccc(S(=O)(=O)N(C)C[C@H]2OCCCC[C@@H](C)Oc3ccc(NS(=O)(=O)c4ccc(F)cc4)cc3C(=O)N([C@H](C)CO)C[C@@H]2C)cc1	-0.1
Cc1ccc(S(=O)(=O)N[C@@H]2C=C[C@H](CC(=O)O)O[C@H]2CO)cc1	-2.8
CNC[C@H]1Oc2ccc(NS(=O)(=O)c3ccc(Cl)cc3)cc2C(=O)N([C@H](C)CO)C[C@@H]1C	-5.7
NCC[C@@H]1CC[C@H](NS(=O)(=O)Cc2ccccc2)[C@H](CO)O1	-5.7
CO[C@@H]1CN(C)C(=O)c2cc(NC(=O)C3CCCC3)ccc2OC[C@H](C)N(CCC(F)(F)F)C[C@H]1C	-1.5
Cc1noc(C)c1S(=O)(=O)Nc1ccc2c(c1)C(=O)N([C@@H](C)CO)C[C@@H](C)[C@H](CN(C)Cc1ccc(Cl)c(Cl)c1)OCCCC[C@@H](C)O2	-0.4
C[C@@H]1CCCCO[C@H](CN(C)C(=O)c2ccccc2)[C@H](C)CN([C@@H](C)CO)C(=O)c2cc(NC(=O)Nc3ccc(C(F)(F)F)cc3)ccc2O1	-2.6
Cc1noc(C)c1NC(=O)Nc1ccc2c(c1)C(=O)N([C@H](C)CO)C[C@@H](C)[C@H](CN(C)C(=O)Nc1c(C)noc1C)O2	0.4
CO[C@H]1CN(C)C(=O)c2ccc(NS(=O)(=O)c3ccccc3)cc2OC[C@H](C)N(C(=O)NC(C)C)C[C@@H]1C	-1.1

Look-ups from above:
C[C@@H]1CN([C@@H](C)CO)C(=O)c2cc(NC(=O)Nc3cccc4ccccc34)ccc2O[C@H]1CN(C)Cc1ccc(C(=O)Nc2ccccc2N)cc1 in Mtb BioA inh reads -0.4
CO[C@H]1CN(C)C(=O)c2ccc(NS(=O)(=O)c3ccccc3)cc2OC[C@H](C)N(C(=O)NC(C)C)C[C@@H]1C in Mtb BioA inh reads -1.1

Ordered by count of non-hydrogen atoms (low to high): some entries from above.
SMILES	Mtb BioA inh
CO[C@H]1CN(C)C(=O)c2cc(NS(=O)(=O)c3ccccc3C)ccc2OC[C@@H](C)NC[C@@H]1C	-15
CO[C@@H]1CN(C)C(=O)c2cc(NC(=O)C3CCCC3)ccc2OC[C@H](C)N(CCC(F)(F)F)C[C@H]1C	-1.5
Cc1noc(C)c1NC(=O)Nc1ccc2c(c1)C(=O)N([C@H](C)CO)C[C@@H](C)[C@H](CN(C)C(=O)Nc1c(C)noc1C)O2	0.4
Cc1noc(C)c1S(=O)(=O)Nc1ccc2c(c1)C(=O)N([C@@H](C)CO)C[C@@H](C)[C@H](CN(C)Cc1ccc(Cl)c(Cl)c1)OCCCC[C@@H](C)O2	-0.4
COc1ccc(S(=O)(=O)N(C)C[C@H]2OCCCC[C@@H](C)Oc3ccc(NS(=O)(=O)c4ccc(F)cc4)cc3C(=O)N([C@H](C)CO)C[C@@H]2C)cc1	-0.1
C[C@@H]1CN([C@@H](C)CO)C(=O)c2cc(NC(=O)Nc3cccc4ccccc34)ccc2O[C@H]1CN(C)Cc1ccc(C(=O)Nc2ccccc2N)cc1	-0.4

New compounds follow
SMILES	Mtb BioA inh
C[C@@H]1CN([C@H](C)CO)C(=O)c2cc(NC(=O)Cn3cnnn3)ccc2O[C@@H]1CN(C)Cc1ccc(C(=O)Nc2ccccc2N)cc1	0.3
C[C@@H]1CN([C@@H](C)CO)C(=O)Cc2cc(NC(=O)Nc3ccc(F)cc3)ccc2O[C@H]1CN(C)C(=O)Nc1ccccc1	0.4
CN(C)C(=O)C[C@@H]1C[C@@H]2c3cc(NC(=O)C4CCOCC4)ccc3O[C@@H]2[C@@H](CO)O1	-1.3
C[C@H]1CCCCO[C@H](CN(C)C(=O)Nc2ccccc2)[C@@H](C)CN([C@@H](C)CO)C(=O)c2cc(NC(=O)Nc3ccccc3)ccc2O1	-0.7
O=C(C[C@@H]1CC[C@@H]2[C@H](COC[C@H](O)CN2C(=O)c2ccc(F)cc2)O1)NCCCN1CCOCC1	-1.8
COc1ccccc1NC(=O)Nc1ccc2c(c1)C(=O)N(C)[C@H]1CC[C@H](CC(=O)Nc3ccc4c(c3)COC4)O[C@@H]1CO2	-0.8
CO[C@H]1CN(C)C(=O)c2cc(NC(=O)C3CC3)ccc2OC[C@H](C)N(C(=O)c2ccccc2)C[C@@H]1C	1.5
C[C@H](CO)N1C[C@H](C)[C@@H](CN(C)S(=O)(=O)c2cccs2)Oc2ccc(NC(=O)Cc3cn(C)c4ccccc34)cc2CC1=O	-1.6
C[C@H](CO)N1C[C@H](C)[C@H](CN(C)CC2CCCCC2)Oc2ccc(NC(=O)c3ccncc3)cc2CC1=O	4.1
C[C@@H]1CN([C@@H](C)CO)C(=O)Cc2cc(NC(=O)CCN3CCOCC3)ccc2O[C@H]1CN(C)S(C)(=O)=O	-1.0
Cc1noc(C)c1S(=O)(=O)N(C)C[C@@H]1OCCCC[C@H](C)Oc2ccc(NC(=O)Nc3ccc(F)cc3)cc2C(=O)N([C@H](C)CO)C[C@H]1C	-1.4
CS(=O)(=O)Nc1ccc2c(c1)[C@@H]1C[C@@H](CC(=O)NC3CCCC3)O[C@H](CO)[C@@H]1O2	-0.6
CCCN(C)C[C@H]1OCCCC[C@H](C)Oc2ccc(NS(=O)(=O)c3ccc(F)cc3)cc2C(=O)N([C@@H](C)CO)C[C@@H]1C	-3.3
C[C@@H]1CN([C@H](C)CO)C(=O)c2cc(NC(=O)C3CC3)ccc2O[C@@H]1CN(C)C(=O)Nc1cccc2ccccc12	4.0
CCO[C@@H]1OC(C(=O)N2CCCC2)=C[C@H](c2ccc(C(F)(F)F)cc2)[C@H]1CCCO	-0.4
C[C@H](CO)N1C[C@H](C)[C@@H](CN(C)C(=O)Nc2ccc(C(F)(F)F)cc2)Oc2ccc(NS(C)(=O)=O)cc2CC1=O	0.8
C[C@@H]1CN([C@H](C)CO)S(=O)(=O)c2ccc(-c3cncnc3)cc2O[C@H]1CN(C)C(=O)Cc1cccnc1	2.6
CC(C)NC(=O)N(C)C[C@H]1Oc2ccc(N(C)C)cc2C(=O)N([C@@H](C)CO)C[C@@H]1C	0.4
COc1ccccc1-c1cnc2c(c1)C(=O)N([C@@H](C)CO)C[C@@H](C)[C@H](CN(C)C)O2	-4.1
C[C@@H]1CCCCO[C@H](CN(C)Cc2ccc(C(=O)O)cc2)[C@H](C)CN([C@@H](C)CO)C(=O)c2cc(NS(=O)(=O)c3cccs3)ccc2O1	-2.1
C[C@@H]1CN([C@@H](C)CO)C(=O)c2cc(-c3cccc(C#N)c3)cnc2O[C@@H]1CN(C)C(=O)c1ccccn1	-1.9
O=C(C[C@@H]1CC[C@@H]2[C@H](COC[C@H](O)CN2Cc2cccc(Cl)c2)O1)NCc1cccc(F)c1	0.4
CCNC(=O)[C@H]1[C@H](CO)[C@H]2Cn3c(ccc(C4=CCCC4)c3=O)[C@@H]1N2Cc1cccnc1	-1.0
COc1ccccc1-c1ccc([C@@H]2[C@H](C#N)N(C(=O)C3CC3)[C@H]2CO)cc1	1.9
CCCN1C[C@@H](C)[C@H](OC)CN(C)C(=O)c2cc(NC(=O)c3cccc(F)c3)ccc2OC[C@H]1C	-1.4
O=C(C[C@H]1C=C[C@H](NC(=O)c2ccc(F)cc2)[C@@H](CO)O1)NCc1ccncn1	1.6
C[C@@H]1CCCCO[C@H](CN(C)S(=O)(=O)c2ccc(Cl)cc2)[C@@H](C)CN([C@@H](C)CO)C(=O)c2cc(NC(=O)NC3CCCCC3)ccc2O1	-3.1
COc1ccc(CN(C)C[C@H]2OCCCC[C@H](C)Oc3ccc(NC(=O)NC4CCCCC4)cc3C(=O)N([C@@H](C)CO)C[C@H]2C)cc1	3.0
Cc1ccc(S(=O)(=O)Nc2ccc3c(c2)CC(=O)N([C@@H](C)CO)C[C@H](C)[C@H](CN(C)Cc2ccc(C(=O)Nc4ccccc4N)cc2)O3)cc1	-1.9
C[C@H]1CCCCO[C@@H](CN(C)C(=O)NC2CCCCC2)[C@@H](C)CN([C@@H](C)CO)C(=O)c2cc(NS(=O)(=O)c3ccccc3)ccc2O1	2.6
C/C=C/c1ccc([C@@H]2[C@@H](CN(CC)C(C)=O)N(C(=O)C3CC3)[C@H]2CO)cc1	5.1
C[C@H](CO)N1C[C@H](C)[C@@H](CN(C)C(=O)c2ccncc2)Oc2cc(C3=CCCCC3)ccc2S1(=O)=O	1.3
O=C(C[C@H]1CC[C@@H]2[C@H](COC[C@H](O)CN2C(=O)Nc2ccc(Cl)c(Cl)c2)O1)NCc1ccc(Cl)cc1	1.7
C[C@@H]1CN([C@@H](C)CO)C(=O)c2cc(C3=CCCC3)cnc2O[C@H]1CN(C)C(=O)c1ccc2c(c1)OCO2	14
Cc1ccc(S(=O)(=O)Nc2cccc3c2O[C@H](CN(C)S(=O)(=O)c2ccc(C)cc2)[C@@H](C)CN([C@H](C)CO)C3=O)cc1	-1.7
CS(=O)(=O)N1CCCCN2[C@H](CO)[C@@H](c3ccc(Br)cc3)[C@@H]2C1	-7.8
C[C@@H]1CN([C@@H](C)CO)C(=O)c2cc(NC(=O)NC3CCCCC3)ccc2O[C@@H]1CN(C)Cc1ccc(C(F)(F)F)cc1	-0.9
CCNC(=O)[C@H]1[C@H](CO)[C@H]2Cn3c(ccc(-c4ccccc4F)c3=O)[C@@H]1N2CC1CC1	0.8
O=C(C[C@@H]1C=C[C@@H](NC(=O)C2CCOCC2)[C@@H](CO)O1)NCc1ccncc1	2.5
CCCC#Cc1cnc2c(c1)C(=O)N([C@@H](C)CO)C[C@@H](C)[C@@H](CN(C)C(=O)Nc1c(C)noc1C)O2	0.3
COc1ccc(NC(=O)N(C)C[C@@H]2OCCCC[C@@H](C)Oc3ccc(NC(=O)C4CCCCC4)cc3C(=O)N([C@@H](C)CO)C[C@H]2C)cc1	-3.1
CC(C)NC(=O)N(C)C[C@@H]1OCCCC[C@@H](C)Oc2ccc(NC(=O)Cc3ccccc3)cc2C(=O)N([C@H](C)CO)C[C@H]1C	1.9
O=C(C[C@H]1C=C[C@H](NS(=O)(=O)c2ccccc2)[C@@H](CO)O1)NCc1ccncn1	-5.8
CO[C@@H]1CN(C)C(=O)c2cc(NC(=O)C3CC3)ccc2OC[C@H](C)N(C(=O)c2cnccn2)C[C@@H]1C	0.6
O=C(Cc1ccccc1)N1C[C@H]2[C@@H](c3ccccc31)[C@@H](CO)N2C(=O)Nc1ccc(F)cc1	-2.3
CCCN1C[C@H](C)[C@H](OC)CN(C)C(=O)c2ccc(NC(=O)Nc3c(C)noc3C)cc2OC[C@@H]1C	-1.3
C[C@H]1CN([C@@H](C)CO)C(=O)Cc2cc(NC(=O)Cc3cn(C)c4ccccc34)ccc2O[C@@H]1CN(C)C(=O)Nc1cccc2ccccc12	5.7
COc1ccc(S(=O)(=O)N(C)C[C@H]2Oc3ccc(NC(=O)Nc4ccc(F)cc4)cc3C(=O)N([C@H](C)CO)C[C@H]2C)cc1	-1.1
COCC#Cc1cnc2c(c1)C(=O)N([C@@H](C)CO)C[C@@H](C)[C@@H](CN(C)C(=O)c1ccc3c(c1)OCO3)O2	-1.6
Cc1nn(C)cc1NC(=O)C[C@@H]1CC[C@@H]2[C@H](COc3ccc(NC(=O)C(C)C)cc3C(=O)N2C)O1	-6.8
COCC(=O)Nc1ccc2c(c1)[C@H]1C[C@H](CC(=O)NCc3ccc(OC)cc3)O[C@H](CO)[C@H]1O2	1.3
O=C(C[C@H]1CC[C@@H](NS(=O)(=O)c2ccc(F)cc2)[C@@H](CO)O1)NCc1ccc(Cl)c(Cl)c1	-1.0
COc1ccc(C#Cc2ccc3c(c2)[C@H]2[C@H](CCN2S(=O)(=O)c2ccccc2C)[C@H](CO)N3C)cc1	-3.0
COc1ccc(NC(=O)Nc2ccc3c(c2)CC(=O)N([C@H](C)CO)C[C@@H](C)[C@H](CN(C)S(=O)(=O)c2cn(C)cn2)O3)cc1	0.8
Cc1ccc(S(=O)(=O)Nc2ccc3c(c2)C(=O)N([C@@H](C)CO)C[C@@H](C)[C@H](CN(C)S(=O)(=O)c2cn(C)cn2)OCCCC[C@H](C)O3)cc1	0.7
Cc1ccc(S(=O)(=O)N2CC[C@@H]3[C@@H](CO)N(C)c4ccc(C#Cc5cccnc5)cc4[C@@H]32)cc1	-0.5
C[C@@H]1CN([C@@H](C)CO)C(=O)Cc2cc(NS(=O)(=O)c3ccc(Cl)cc3)ccc2O[C@H]1CN(C)C(=O)Nc1ccc(C(F)(F)F)cc1	0.4
C[C@@H]1CN([C@H](C)CO)C(=O)c2cc(Br)cnc2O[C@H]1CN(C)S(=O)(=O)c1ccc(F)cc1	1.7
COc1ccccc1C#Cc1ccc([C@@H]2[C@H]3CN(C(=O)C4CCCC4)CCCCN3[C@H]2CO)cc1	-1.1
C[C@@H]1CCCCO[C@@H](CN(C)Cc2ccc(Cl)c(Cl)c2)[C@H](C)CN([C@H](C)CO)C(=O)c2cc(N(C)C)ccc2O1	-1.3
C[C@@H]1CN([C@H](C)CO)S(=O)(=O)c2ccc(-c3ccccc3)cc2O[C@@H]1CN(C)Cc1ccccc1C(=O)O	-2.6
CO[C@H]1CN(C)C(=O)c2ccc(NC(=O)C3CCC3)cc2OC[C@H](C)N(C)C[C@H]1C	7.6
C[C@H]1CN([C@@H](C)CO)C(=O)c2cc(C#CC3(O)CCCC3)cnc2O[C@H]1CN(C)C(=O)CC1CC1	-0.1

Screening results from PubChem.

Only part of the results is shown. The share of hits here may be higher or lower than overall.
